Screening data: PubChem, Broad Institute
Xi reactivation: X-chromosome reactivation activator; activation, % at 7.58 µM; 360,000 tested, 0.055% active; XiGFP mouse fibroblasts, % GFP-positive cells imaging, 3 d; cells co-treated with 5-aza-dC sensitizer; scaled so ellipticine positive control = 100%;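 active = mean normalized replicate activation at least 10% and every replicate at or above 10%; inconclusive = only one of the two criteria met; inactive = mean below 10% and not all replicates reach 10%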;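 also: 0% = median of on-plate neutral control wells and 100% = ellipticine 6 µM median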
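Material: SV40-immortalized XiGFP fibroblast cells, line 68-5-11 | Buffer or medium: DMEM containing 5-aza-dC | Dosing: One concentration, pinned | Times: 3 d treatment, 15 min room-temperature fixation | Controls: Ellipticine 6 µM positive control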
PAX8 inh HTS: PAX8 transcriptional activity inhibition; inhibition, % at 12.6 µM; RMG-I TPO-luciferase reporter, SteadyGlo, 24 h; AID 652154; 360,000 tested, 1.2% active;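 active = mean replicate inhibition at least 60% with every replicate also reaching 60%; inconclusive = only one of the two criteria is met; inactive = mean below 60% and not all replicates reaching 60%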;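 also: luciferase light reporting Pax8 driven TPO promoter activity; plate controls were median of neutral control wells for no effect and mitoxantrone controls for full effect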
EWS-Fli inh: EWS/Fli transcriptional activity inhibition. A673 NR0B1-luciferase reporter, viability-normalised. inhibition, % at 12.6 µM. 350,000 tested, 0.67% active. AID 651661;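 active = mean inhibition of at least 50% after viability correction, with every replicate also passing that limit; inconclusive = mean reaches 50% but only one of two replicates passes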;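 also: firefly luciferase signal divided by Alamar Blue viability fluorescence both relative to DMSO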
ERp5 inh: blocks human ERp5 reductase activity on insulin; inhibition, % at 9.99 µM; 350,000 tested, 0.05% active; ERp5 insulin aggregation, absorbance 650 nm, 90 min; Q15084;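 active = mean replicate inhibition above about 25%, with every replicate also reaching it, limit read from the data, passing the limit was not always enough; inconclusive = only one of those two criteria met; inactive = neither criterion met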
Target sequence (Q15084 whole entry, looked up): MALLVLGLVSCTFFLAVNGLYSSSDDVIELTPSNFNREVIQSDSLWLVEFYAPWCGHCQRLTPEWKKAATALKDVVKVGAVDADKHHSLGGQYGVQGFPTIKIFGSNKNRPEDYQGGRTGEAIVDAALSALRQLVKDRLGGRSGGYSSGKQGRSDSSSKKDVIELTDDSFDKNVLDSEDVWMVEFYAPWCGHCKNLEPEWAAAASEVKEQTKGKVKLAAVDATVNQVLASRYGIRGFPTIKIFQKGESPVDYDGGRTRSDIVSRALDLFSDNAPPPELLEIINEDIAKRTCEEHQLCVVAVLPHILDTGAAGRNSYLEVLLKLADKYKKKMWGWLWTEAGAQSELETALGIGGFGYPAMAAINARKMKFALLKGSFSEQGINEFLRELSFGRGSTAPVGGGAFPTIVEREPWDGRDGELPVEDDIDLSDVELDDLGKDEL
DENV2 CPE rescue: DENV2-induced cell death inhibition | DENV2-infected cells, cytopathic effect rescue, plate reader | CPE inhibition, % at 9.99 µM | 350,000 tested, 1.7% active; in the data active = CPE inhibition above about 20%, passing the limit was not always enough; inconclusive = no clear call, values can overlap the other calls; tested in BHK-21 cells;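 also: 0% = median of neutral control wells and 100% = median of positive control wells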
F508del corr: CFTR F508del correction in bronchial cells; CFBE cells, YFP halide quenching; stimulated with forskolin plus potentiator P3; % fluorescence drop versus neutral controls; activity (quench increase), % at 7.58 µM; 350,000 tested, 0.36% active;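 active = mean added fluorescence quench of at least 8% versus neutral control, with both replicates also reaching 8%; inconclusive = only one of the mean or replicate conditions met; inactive = mean below 8% and not both replicates reaching 8%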;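 also: cells transiently co-express mutant CFTR-F508del with the halide-sensitive YFP; corrector assay measuring rescue of mutant channel to the surface after 24 h compound exposure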
INS-1E GSIS act: GLuc luminescence reporter in INS-1E cells, primary screen for activators of glucose-dependent secretion of insulin. INS-1E GLuc reporter insulin secretion, 2-3 h. activation, % at 16.6 µM. 370,000 tested, 0.61% active. AID 743287;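 active = lowest replicate activation of at least 40%, so every replicate reaches that level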;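 also: 0% = median of neutral control wells and 100% = median of IBMX positive control wells; some compounds called inactive have numbers as strong as hits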
ARNT-TACC3 inh: disruptors of human ARNT/TACC3 interaction. Q9Y6A5. AlphaScreen His-ARNT PAS-B/GST-TACC3 binding, luminescence; TACC3 fragment carries E629A point mutation. inhibition, % at 9.99 µM. 390,000 tested, 0.66% active;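 active = mean inhibition of replicates at least 50% and at least half of replicates each reaching 50%; inconclusive = half or more replicates reach 50% but mean below 50%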;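 also: 0% = complete ARNT plus TACC3 wells and 100% = ARNT alone without TACC3; many hits fall short of the cut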
Starred values were filed as active, the others as inactive; ? = inconclusive; . = no result given.

SMILES	Xi reactivation	PAX8 inh HTS	EWS-Fli inh	ERp5 inh	DENV2 CPE rescue	F508del corr	INS-1E GSIS act	ARNT-TACC3 inh
O=C(NCc1csc2ccccc12)Nc1cc(Cl)cc(Cl)c1	0.2	-13	-14	4	1	-3.2	.	-10
COc1ccc(NC(=O)Nc2cccc3c2O[C@@H](CN(C)S(=O)(=O)c2ccc(Cl)cc2)[C@@H](C)CN([C@H](C)CO)C3=O)cc1	.	9	-19	4	6	-3.3	.	-2
CNC[C@H]1OCCCC[C@H](C)Oc2ccc(NC(=O)Nc3ccc(OC)cc3)cc2C(=O)N([C@H](C)CO)C[C@H]1C	0.4	-15	-3	3	-5	0.5	5	2
O=C(NCC1([N+](=O)[O-])CN(C(=O)c2ccccc2)CN(C(=O)c2ccccc2)C1)c1ccccc1	0.0	-6	-8	-5	4	2.1	8	-4
O=[N+]([O-])c1ccc(O)c2cccnc12	0.0	11	0	-22	?	4.2	-37	18
CCOc1ccccc1NC(=O)NNS(=O)(=O)c1cc(C)ccc1C	-0.1	7	11	7	-3	3.7	-11	-2
CNC(=O)C[C@@H]1CC[C@H]2[C@@H](COC[C@H](O)CN2C(=O)c2ccccn2)O1	0.2	3	-6	1	6	3.7	-1	-4
N#CC1(NC(=O)COc2ccc3ccc(=O)oc3c2)CCCCC1	0.2	-8	-9	1	?	-3.0	11	10
C[C@@H]1CCCCO[C@H](CN(C)S(=O)(=O)c2cn(C)cn2)[C@@H](C)CN([C@@H](C)CO)C(=O)c2cc(NC(=O)CCC(F)(F)F)ccc2O1	0.2	-6	-13	3	-4	0.3	7	-8
CO[C@@H]1CN(C)C(=O)c2cc(NC(=O)Cc3ccccc3)ccc2OC[C@@H](C)N(C(=O)c2ccccc2F)C[C@@H]1C	0.3	7	1	6	0	-0.2	-7	-7
CCCO/N=C1/C(=O)N(c2ccccc2)c2ccccc21	0.0	12	-3	2	-1	-1.9	-9	15
C[C@H]1CN([C@@H](C)CO)C(=O)c2cc(C#CC3CC3)cnc2O[C@H]1CN(C)Cc1ccncc1	0.6	.	-2	-5	0	0.9	16	-11
O=C(CCN1C(=O)/C(=C\c2ccccc2)SC1=S)NNC(=O)c1cccnc1	0.3	12	4	-2	-3	1.8	-6	-5
Cc1cc(=O)cc(C)n1-c1ccccc1N	0.1	-5	6	3	1	3.0	-2	-8
COc1cccc(C#Cc2ccc3c(c2)O[C@H](CN(C)C(=O)c2ccccn2)[C@@H](C)CN([C@@H](C)CO)S3(=O)=O)c1	-0.7	10	13	1	0	0.3	-11	9
CCOC(=O)C1=C(C)N(CCCC(=O)O)C(=O)NC1c1ccc(Cl)cc1Cl (stereo not drawn)	0.1	-10	4	7	4	2.7	14	-18
Cc1ccc(S(=O)(=O)N2C[C@H]3[C@H]4C(=O)N(c5ccccc5)C(=O)[C@H]4CC(=O)[C@H]3[C@@H]2c2ccccc2F)cc1	0.3	-32	-9	0	5	-0.5	13	.
CC1(C)CN(Cc2ccccc2)C(=O)[C@H]1CC(=O)Nc1ccc(Br)cc1	0.2	-41	4	3	19	1.9	-5	.
Nc1cccc(NC(=O)CCC(=O)NCc2ccco2)c1	0.3	-9	-15	-5	-10	-1.0	.	-5
C[C@H](CO)N1C[C@H](C)[C@H](CN(C)C(=O)CN(C)C)Oc2cc(C3=CCCCC3)ccc2S1(=O)=O	-0.1	.	0	1	-11	1.6	4	-5
CC(C)(C)OC(=O)C[C@H]1C/C=C\C[C@H](CC(=O)N(CCO)Cc2ccccc2)C(=O)N[C@H](C(C)(C)C)COC1=O	0.1	-8	-7	-6	.	2.3	-13	-3
C[C@@H]1CN([C@@H](C)CO)C(=O)c2cc(C#C[C@@H](C)O)cnc2O[C@@H]1CN(C)Cc1ccccn1	-0.6	.	4	8	8	1.2	17	16
O=C(c1ccco1)N1CCN(C(=O)C2CC2)CC1	0.0	-7	-10	0	-9	2.7	10	-4
C[C@@H]1CN([C@H](C)CO)C(=O)c2cc(NS(=O)(=O)c3ccc(Cl)cc3)ccc2O[C@@H]1CN(C)C(=O)Nc1cccc2ccccc12	0.6	0	-2	6	1	3.5	5	16
O=C(NC[C@H]1[C@H](c2ccccc2)[C@H](CO)N1CC1CCCC1)c1ccccc1	0.1	-5	3	5	-15	2.8	2	0

The list goes on:
SMILES	Xi reactivation	PAX8 inh HTS	EWS-Fli inh	ERp5 inh	DENV2 CPE rescue	F508del corr	INS-1E GSIS act	ARNT-TACC3 inh
Cc1ccc(-c2ccc3c(c2)O[C@@H](CN(C)Cc2cccnc2)[C@H](C)CN([C@H](C)CO)S3(=O)=O)cc1	-0.8	.	?	13	5	0.7	-27	4
CCN(CC)c1ccc(N=Cc2ccccc2[N+](=O)[O-])cc1	-0.1	-23	-8	4	13	.	.	41
COc1cccc(C#Cc2ccc([C@H]3[C@H]4CN(C(=O)C5CC5)CC(=O)N4[C@H]3CO)cc2)c1	-0.1	36	-5	0	-7	3.3	-10	.
NC(=O)c1ccc(NC(=O)CSC(=O)c2ccccc2)cc1	-0.8	-14	-10	-9	4	7.5	7	5
Cc1c(NC(=S)NCc2ccc(F)cc2)cccc1[N+](=O)[O-]	0.0	21	5	2	18	-3.9	-17	1
COc1ccc(S(=O)(=O)N[C@@H]2C=C[C@H](CC(=O)NCCc3ccccc3)O[C@@H]2CO)cc1	0.2	-8	-10	1	-1	-0.6	-2	-12
O=C(NC1CCS(=O)(=O)C1)c1ccc(Br)s1 (stereo not drawn)	0.1	13	8	-3	4	-0.5	-8	-3
Cc1cc2c(c(C)c1CCO[C@@H]1O[C@H](CO)[C@@H](O)[C@H](O)[C@H]1O)C(=O)[C@@H](C)[C@@H]2O	0.7	86*	-15	-1	0	2.8	-3	-2
COc1cccc(-c2cnc3c(c2)C(=O)N([C@H](C)CO)C[C@@H](C)[C@H](CN(C)C(=O)CN(C)C)O3)c1	-0.6	.	-5	1	4	1.6	-7	.
CSc1cccc(NC(=O)C2CCN(C(=O)c3ccccc3C)CC2)c1	-0.1	54	15	-1	-6	0.1	9	19
CC(NS(C)(=O)=O)C(c1cccs1)N1CCN(Cc2ccccc2)CC1 (stereo not drawn)	0.0	-10	2	1	3	0.0	5	1
CC(C)=CCC[C@H](C)CC1Cc2[nH]c(=S)[nH]c(=O)c2C(c2ccc(Cl)cc2)O1 (stereo partly drawn)	0.0	1	7	3	-7	1.7	-17	.
C[C@@H]1CN([C@H](C)CO)C(=O)c2cccc(NC(=O)Nc3ccc(F)cc3)c2O[C@H]1CN(C)S(=O)(=O)c1ccccc1	0.0	.	-7	-6	-1	2.0	6	-12
O=C(c1ccc(NS(=O)(=O)c2cccs2)cc1)N1CCOCC1	0.0	8	.	2	-2	-1.1	-8	-3
CCc1ccc(C(O)(CC)C(CN2CCOCC2)c2ccccc2)cc1 (stereo not drawn)	0.0	37	5	1	-8	0.7	-35	-12
Cc1noc(C)c1C(=O)N1CCN(c2ccc(OCc3ccccc3)cc2)CC1	.	21	4	5	-1	2.9	-24	-5
CC(C)(C)c1ccc(C(=O)NCCC(=O)Nc2cc(Cl)ccc2N2CCOCC2)cc1	-0.1	3	6	1	-9	5.4	.	3
Cc1ccc2nc(NC(=O)C3CCN(C(=O)c4ccc(F)cc4)CC3)sc2c1	0.1	1	-10	0	4	-0.3	-9	-11
C[C@H]1CN([C@@H](C)CO)S(=O)(=O)c2ccc(-c3ccc(F)cc3)cc2O[C@@H]1CN(C)C(=O)C1CCCCC1	-0.6	.	11	1	52*	2.8	-16	4
CN(C)c1nc(C(=O)O)nc(N2CCOCC2)n1	-0.1	-19	-13	4	6	-2.3	-11	-7
Cc1noc(C)c1NC(=O)Nc1ccc2c(c1)C(=O)N([C@H](C)CO)C[C@@H](C)[C@H](CN(C)S(=O)(=O)c1c(C)noc1C)OCCCC[C@H](C)O2	0.2	-1	-13	1	-8	-0.7	-3	0
O=C(NCc1ccco1)c1ccccc1-c1nc(-c2ccccc2)no1	.	.	3	3	.	-0.6	-46	-1
COc1ccccc1/C=C(\NC(=O)c1ccccc1)C(=O)NCc1ccco1	0.5	-5	1	-9	-1	-0.5	-7	0
Cc1ccc(C(=O)C2=C(O)C(=O)N(Cc3cccnc3)C2c2ccc(Cl)cc2)o1 (stereo not drawn)	0.1	7	4	1	13	-2.3	-26	.
Cc1cc(OC(F)F)ccc1NC(=O)Nc1ccc([N+](=O)[O-])cc1	0.4	18	.	.	.	.	-42	-3
COc1cccc(-c2ncc3ccccc3c2COC(=O)CCCC(=O)O)c1	0.0	-15	-2	-3	?	-1.3	32	1
COCC(=O)NC[C@H]1N[C@H](CO)[C@@H]1c1ccc(C#CC2CCCCC2)cc1	0.0	.	-7	7	-4	1.6	-1	.
